Screening results from PubChem.
SIAE primary – inhibitors of human sialic acid acetylesterase SIAE; Q9HAT2; SIAE FP-Rh probe binding, fluorescence polarization; inhibition, % at 9.66 µM; 370,000 compounds, 0.69% hits;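 active = inhibition above a cutoff: mean of compounds within the control limits plus 3 SD of those, cut at about 17% in these data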;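 also: 0% = plate median of compound wells and 100% = probe without SIAE protein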
Target sequence (Q9HAT2 whole entry, looked up): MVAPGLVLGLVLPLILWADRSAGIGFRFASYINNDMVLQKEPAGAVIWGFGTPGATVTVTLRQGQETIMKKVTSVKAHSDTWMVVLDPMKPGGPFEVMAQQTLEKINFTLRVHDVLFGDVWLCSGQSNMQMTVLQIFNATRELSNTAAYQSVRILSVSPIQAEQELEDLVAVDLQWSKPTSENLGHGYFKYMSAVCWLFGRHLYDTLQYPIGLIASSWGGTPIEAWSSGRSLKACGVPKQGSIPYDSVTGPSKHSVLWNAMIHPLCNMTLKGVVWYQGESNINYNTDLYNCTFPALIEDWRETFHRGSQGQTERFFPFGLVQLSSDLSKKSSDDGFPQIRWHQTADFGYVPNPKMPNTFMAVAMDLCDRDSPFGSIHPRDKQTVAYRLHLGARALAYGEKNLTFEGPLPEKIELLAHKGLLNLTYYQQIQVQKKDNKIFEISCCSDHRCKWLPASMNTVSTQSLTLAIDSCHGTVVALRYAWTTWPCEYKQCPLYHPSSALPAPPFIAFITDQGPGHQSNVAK
DDE Tn6 FP inh – disrupts Tn6 cyclic peptide binding to fibrin D-Dimer-E complex; inhibition, % at 8.3 µM; P02675; AID 720509; Fibrin DD(E) TRITC-Tn6 fluorescence polarization displacement; 370,000 compounds, 0.21% hits;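 active = inhibition above a per-campaign cutoff: mean of compounds within control limits plus 3 SD, cut at about 15% in these data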;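 also: 0% = median of all compound wells on the plate and 100% = blocking peptide control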
UHRF1 MBD2 ctr – blocks human UHRF1 binding to methylated DNA. Q96T88. UHRF1 binding to methylated oligo, TR-FRET. inhibition, % at 4.4 µM. 370,000 compounds, 0.75% hits; in the data active = inhibition above about 21%;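 also: UHRF1 SRA domain binding a hemimethylated CpG hairpin DNA probe; 0% = median of test compound wells and 100% = reference inhibitor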
PRMT1 inh – inhibitors of human PRMT1 | Q99873 | recombinant PRMT1, activity-based probe fluorescence polarization | inhibition, % at 2.79 µM | 370,000 compounds, 1.3% hits;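 active = inhibition above about 21% made by adding two undisclosed values, limit read from the data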
Target sequence (Q99873 whole entry, looked up): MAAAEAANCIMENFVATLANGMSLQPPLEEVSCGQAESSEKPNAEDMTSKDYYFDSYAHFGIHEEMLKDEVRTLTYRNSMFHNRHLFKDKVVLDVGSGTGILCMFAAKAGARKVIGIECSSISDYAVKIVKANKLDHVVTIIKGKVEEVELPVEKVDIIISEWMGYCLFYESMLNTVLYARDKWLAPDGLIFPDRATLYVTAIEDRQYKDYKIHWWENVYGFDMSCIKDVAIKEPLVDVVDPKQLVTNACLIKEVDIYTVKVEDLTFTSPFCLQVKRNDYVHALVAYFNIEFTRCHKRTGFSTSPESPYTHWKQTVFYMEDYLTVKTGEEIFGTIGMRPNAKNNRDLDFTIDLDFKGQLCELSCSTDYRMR
KLK7 zymogen act – activators of human kallikrein-7 zymogen; P49862; purified proKLK7, EDANS-DABCYL substrate fluorescence; 100% is mature enzyme control, 0% vehicle; activation, % at 7 µM; 370,000 compounds, 0.9% hits; AID 652039;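 active = activation above the mean of all tested compounds plus 3 SD, computed per campaign excluding outliers beyond control limits, cut at about 13% in these data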
DDE Tn7 FP inh – inhibitors of Tn7 peptide binding to human fibrin DD(E). P02675. FP displacement of FITC-Tn7 peptide from fibrin DD(E); 0% = median of compound wells per plate. inhibition, % at 8.3 µM. 370,000 compounds, 0.13% hits;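 active = inhibition above the mean of compounds falling within the control limits plus 3 SD of them, cut at about 14% in these data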;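 also: 0% = plate median of compound wells and 100% = 10 µM Aha-Tn7 peptide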
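Assay system: Human clot-derived fibrin DD(E) complex | Buffer or medium: Tris/NaCl/CaCl2 buffer, pH 7.8 | Repeats: One replicate per compound | Benchmarks: Aha-Tn7 high control | Measure: % inhibition scaled between sample-field median and high-control FP | Schedule: 10 min plus 3 h, room temperature | Signal: Fluorescence polarization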
TDP2 inh – blocks human TDP2 phosphodiesterase activity | inhibition, % at 12.8 µM | 370,000 compounds, 0.34% hits | recombinant TDP2, T5PNP hydrolysis, p-nitrophenol absorbance 415 nm;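 active = inhibition above the mean of all tested compounds plus 3 SD, set per campaign, cut at about 25% in these data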;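 also: 0% = DMSO with enzyme and 100% = buffer with substrate but no TDP2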
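Test system: Human TDP2 enzyme | Reagent: 5 mM T5PNP | Compound dosing: 12.8 µM single point, 1% DMSO | Incubation: Enzyme reaction with compound for 2 h at 37 °C | Technique: p-Nitrophenol epi absorbance | Read-out: % inhibition relative to enzyme-containing and enzyme-free wells | Benchmarks: High control without enzyme, low control DMSO plus TDP2 | Replicates: Singlicate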
LEDGF integ inh – blocks HIV-1 LEDGF/p75-dependent DNA integration | 370,000 compounds, 0.64% hits | inhibition, % at 3.7 µM | AID 743269 | TR-FRET IN-LEDGF/p75 DNA integration, Eu/Cy5;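 active = inhibition above the screen-wide mean plus 3 SD, cut at about 13% in these data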;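 also: signal is the Cy5 over europium emission ratio at 671 and 618 nm; 0% = plate median of compound wells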
TCR CD3 inh – human TCR-CD3 binding inhibition; TAMRA-labeled TCR probe fluorescence, biochemical; inhibition, % at 9.4 µM; 360,000 compounds, 0.37% hits; AID 651800; in the data active = inhibition above about 19%;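 also: recombinant mutant TCR 2C K166C tagged with TAMRA read by polarization; 0% = receptor in buffer alone and 100% = receptor with positive control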
MBD2 inh – blocks human MBD2 binding to methylated DNA | Q9UBB5 | TR-FRET, MBD2 binding to methylated oligonucleotide | inhibition, % at 4.4 µM | 370,000 compounds, 0.31% hits | AID 686964; in the data active = inhibition above about 13%
* = called active by the depositor; nt = no result given.

SMILES	SIAE primary	DDE Tn6 FP inh	UHRF1 MBD2 ctr	PRMT1 inh	KLK7 zymogen act	DDE Tn7 FP inh	TDP2 inh	LEDGF integ inh	TCR CD3 inh	MBD2 inh
O=C(Nc1ccc(OC(F)(F)F)cc1)Nc1nc2ncccn2c1-c1ccc(C(F)(F)F)cc1	5	-6	-3	-4	6.1	-4	-2	5	nt	4
COc1cc2c(cc1OC)[C@H](C)N(C(=O)COc1ccccc1)CC2	7	-5	-1	-1	-0.2	-3	21	1	4	-2
Cc1ccc(C)c(S(=O)(=O)N2CCN(C(=O)c3cnccn3)CC2)c1	5	-5	1	-3	-0.2	-8	-7	2	-2	1
COC(=O)c1cc(S(=O)(=O)Nc2cccc(OC)c2)cn1C	0	-5	-1	0	0.2	1	0	0	3	2
CCNC(=O)N1C(CC(=O)OCC)C(=O)NC2CCCCC21 (stereo unspecified)	-2	7	4	3	0.9	-3	4	-2	-3	1
COc1ccccc1N(C(C)=O)C1SC(=O)N(c2ccccc2)C1=O (stereo unspecified)	-6	-8	3	7	0.2	-3	9	-1	9	5
Cc1ccccc1NC(=O)Cc1nc(COC(=O)CNS(=O)(=O)c2cccc(Br)c2)cs1	-3	1	-3	-6	0.1	-5	12	3	6	0
Cc1cccc(C(=O)NNC(=O)C2CC2)c1	-7	-6	2	1	0.7	4	-1	-5	-5	-5
Cc1cc(C)cc(Nc2cnn(C34CC5CC(CC(CC(=O)O)(C5)C3)C4)c(=O)c2Cl)c1	-1	-1	1	3	0.0	-3	8	1	0	-6
CC(C)c1cc(C(=O)NC2CCCCCC2)c2ccccc2n1	-1	-4	1	1	0.5	5	-11	-1	1	-2
Cc1ccccc1OCC(=O)OCC(=O)NC1CC1	4	3	2	4	0.4	-1	-1	-2	-11	0
CCOc1ccc(S(=O)(=O)N(CC(=O)N2CCC(C(N)=O)CC2)c2ccc(F)cc2)cc1	-1	-5	5	3	0.4	8	-8	-2	5	3
O=C1Nc2cc(C(=O)NCC3CCCO3)ccc2S/C1=C/c1ccccc1F (stereo unspecified)	3	-6	1	4	-2.0	-2	-8	4	-2	7
Cc1cccc(NC(=S)N(CCCN(C)C)Cc2cc3cc4c(cc3[nH]c2=O)OCO4)c1	0	8	3	-1	3.3	-1	8	1	4	-4
CCN1C(=O)N[C@H](c2ccccc2)C(C(C)=O)=C1C	2	-3	4	2	0.0	1	-4	-4	2	4
Cc1cc(N2CCN(c3ccc(F)cc3)CC2)nc(-c2ccccc2)n1	-5	-9	0	0	0.4	5	-1	-4	1	2
CCOc1ccccc1C(=O)Nc1cc(OC)ccc1OC	1	-7	-4	1	0.3	-12	-8	3	2	4
O=c1ccccn1Cc1ccccc1F	1	4	0	1	-0.3	-3	9	-2	0	-4
COc1ccc(OC)c(NC(=O)C2(C)CCN2C(=O)CCC2CCCC2)c1 (stereo unspecified)	10	-1	1	0	0.1	5	-4	0	3	-2
CCOC(=O)CSc1nnc(CSc2nc3ccccc3c(=O)[nH]2)n1-c1ccccc1	-1	-1	0	-2	0.2	5	-9	-1	8	-5

Brought forward from above: 5 compounds, followed by the next part.
SMILES	SIAE primary	DDE Tn6 FP inh	UHRF1 MBD2 ctr	PRMT1 inh	KLK7 zymogen act	DDE Tn7 FP inh	TDP2 inh	LEDGF integ inh	TCR CD3 inh	MBD2 inh
Cc1cc(N2CCN(c3ccc(F)cc3)CC2)nc(-c2ccccc2)n1	-5	-9	0	0	0.4	5	-1	-4	1	2
CCOc1ccccc1C(=O)Nc1cc(OC)ccc1OC	1	-7	-4	1	0.3	-12	-8	3	2	4
O=c1ccccn1Cc1ccccc1F	1	4	0	1	-0.3	-3	9	-2	0	-4
COc1ccc(OC)c(NC(=O)C2(C)CCN2C(=O)CCC2CCCC2)c1 (stereo unspecified)	10	-1	1	0	0.1	5	-4	0	3	-2
CCOC(=O)CSc1nnc(CSc2nc3ccccc3c(=O)[nH]2)n1-c1ccccc1	-1	-1	0	-2	0.2	5	-9	-1	8	-5
CCn1ccc(C(=O)Nc2ccc(N(C)C(C)=O)cc2)n1	2	-4	2	2	0.4	-3	16	-3	6	2
COc1cccc(CN2CC(C(=O)N(C)CC3CCOCC3)CCC2=O)c1 (stereo unspecified)	-2	-4	-1	1	-0.3	-1	11	-3	-7	3
CC(Oc1ccccc1)C(=O)N(CCC1=CCCCC1)c1c(N)n(Cc2ccccc2)c(=O)[nH]c1=O (stereo unspecified)	2	0	-1	0	0.5	-2	11	1	17	-6
O=C(Nc1ccc(F)cc1)C(=O)c1cn(CC(=O)N2CCOCC2)c2ccccc12	-12	-6	3	-2	0.9	-2	-10	2	5	0
COc1ccc(NC(=O)C(=O)c2cn(CC(=O)N3CCCC3)c3ccccc23)cc1OC	-1	0	-4	-2	1.1	-6	4	2	7	-5
CN(C)S(=O)(=O)c1ccc(Cl)c(NC(=O)COC(=O)CCC(=O)c2cccs2)c1	3	-9	0	3	0.1	0	9	-1	-5	-4
COC(=O)[C@]12C[C@H](CC(=O)N3CCCC3)C(=O)N(Cc3cccc4ccccc34)C1=C[C@H](C1CCCC1)O[C@@H]2C	11	-1	-1	1	0.2	-10	0	1	nt	-6
Cc1cc(/C=N/NC(=O)c2ccsc2)c(C)n1-c1cnccn1	14	-9	-4	0	-0.3	-5	-4	6	-2	-6
O=C(COC(=O)CNC(=O)c1ccccc1Cl)NC1CCCC1	4	-8	-2	2	0.4	-8	10	0	0	1
COc1ccc(CCCC(=O)N/N=C/c2ccccc2OC)cc1	-7	-9	5	6	0.0	0	-23	-4	-2	5
C=CCn1c(C)cc(C(=O)COC(=O)COc2ccccc2C#N)c1C	12	1	0	0	0.0	-1	2	-1	2	1
CC1CCN(c2nc3c(=O)[nH]c(N)nc3n2[C@@H]2O[C@H](CO)[C@@H](O)[C@H]2O)CC1	-3	9	3	-1	0.0	3	4	-1	3	0
COc1ccc(OC)c(CCNC(=O)CCn2nc(C)c3c(C)n(-c4ccccc4)nc3c2=O)c1	12	3	0	-5	0.3	-2	13	4	3	-1
O=C(Nc1ccc(Br)cc1)c1cc(-c2ccncc2)nc2ccccc12	-14	-9	1	0	-1.5	-4	-4	1	-3	-1
O=c1cc(NCc2ccc3c(c2)OCO3)[nH]c(=O)n1-c1ccc(Cl)cc1	7	0	2	-2	0.6	1	1	0	6	-2
CC(=O)Nc1ccc(S(=O)(=O)Nc2nc3c(s2)CCCC3)cc1	1	2	2	4	0.5	7	6	5	-4	0
CCc1cccc(Nc2cc(C)n(-c3cccc(CC)c3)c(=O)c2)c1	-6	5	-1	-3	0.6	8	9	2	3	1
COc1cccc(N2CCN(c3ccc([N+](=O)[O-])cn3)CC2)c1	-4	2	1	3	-0.7	-2	-20	-7	3	-1
COc1cc(/C=C(\C(=O)O)c2ccc(S(=O)(=O)N3CCCC3)s2)ccc1OCCC(C)C	-7	-9	4	10	-3.4	-6	-1	-2	-8	5
O=C(NCCc1ccccc1Cl)C1CCN(S(=O)(=O)c2cccs2)CC1	4	8	1	-2	0.1	4	2	-3	-2	-3
Cc1nc(-c2cccs2)sc1C(=O)NN	-1	8	-5	-3	-5.5	5	15	0	0	-9
O=C(NCCN1CCN(c2ccccc2)CC1)Nc1ccccc1Br	-2	3	1	-6	-0.3	6	4	-3	2	-3
CN(C=[N+](C)C)c1cccc2c1C(=O)c1ccccc1C2=O	3	-2	3	6	0.1	-1	4	2	-7	-4
Cc1cc(C)n(CC(O)Cn2c3ccccc3c3ccccc32)c(=O)n1 (stereo unspecified)	-9	0	3	2	0.0	0	-2	0	-4	0
Cc1cc2c(c(C#N)c1C)NC=NC2C (stereo unspecified)	4	1	-1	-2	0.8	-7	9	2	-5	0
C/C(=N\NC(=O)CSCc1cccc(Br)c1)c1ccc([N+](=O)[O-])cc1	-8	-2	1	-2	-0.3	-2	-9	1	1	0
CC(Oc1nc2c(c(=O)n(C)c(=O)n2C)n1C)C1CCCCC1 (stereo unspecified)	-1	5	0	-5	0.2	-8	7	7	1	0
CCOC(=O)N1CCN(c2nc(-c3cccs3)nc3ccccc23)CC1	-10	5	-2	-3	-0.7	-5	11	2	1	-2
CCOC(=O)Cc1nnc(NC(=O)CCc2ccccc2)s1	-7	-4	4	5	0.4	4	-17	-2	-1	3
CC(C(=O)N=Nc1c(O)n(C)c2ccc(Br)cc12)n1cnc2ccccc2c1=O (stereo unspecified)	-1	1	-2	3	-0.8	-10	-5	2	5	-2
CC1(C(=O)Nc2ccccc2)Cc2ccccc2C(=O)O1 (stereo unspecified)	5	-3	1	-6	0.2	0	-4	3	7	-3
COC(=O)c1ccc(-n2nnnc2SCc2nn[nH]n2)cc1	1	-1	1	0	0.2	10	11	0	2	3
CCCCCCSc1ccc([C@H]2N[C@@](CC(C)C)(C(=O)OC)[C@H]3C(=O)N(C)C(=O)[C@@H]23)cc1	-1	6	-2	-1	-0.1	-9	-15	1	10	-5
Cc1ccc(S(=O)(=O)NNC(=O)c2cccc(O)c2)cc1	2	-2	2	-3	0.4	-10	-9	1	0	7
COc1ccccc1NC(=O)CSc1nc(N)cc(N)n1	-2	-8	3	-1	-0.7	-3	8	-1	1	-1
Cc1ccc(C(=O)NC(C)C2CC3CCC2C3)cc1 (stereo unspecified)	-1	5	-2	-4	0.1	11	2	2	4	-1
CC(=O)N1CCN(C(=O)COC(=O)c2oc3ccccc3c2C)CC1	6	-5	-1	0	-0.1	9	4	-3	2	0
COc1ccc(-c2cccc3c2NC(=O)C3=O)cc1OC	4	0	-5	1	0.3	8	9	0	6	-9
Cc1[nH][nH]c(=O)c1C(c1cc2c(cc1Br)OCO2)c1c(C)[nH][nH]c1=O	10	5	-10	5	0.1	1	0	0	-6	1
Cc1cnc(C(=O)OCC(=O)c2c(N)n(CC(C)C)c(=O)n(C)c2=O)cn1	0	10	-2	-5	0.4	-3	-2	5	7	-5
CCN(CC)S(=O)(=O)c1cc(C(=O)NCCN2CCOCC2)ccc1Cl	-1	2	3	-3	0.4	6	3	0	11	-5
O=C(O)CNc1ccccc1C(=O)O	38*	5	2	2	2.9	-1	2	-4	-3	4
CCc1ccc(NC(=O)COc2coc(CN3CCc4ccccc4C3)cc2=O)cc1	4	7	0	-3	-0.2	1	-14	-1	1	-5
O=C(NCc1ccco1)C1CC(c2ccc(Cl)c(Cl)c2)=NO1 (stereo unspecified)	-7	-6	1	3	-0.6	7	5	-1	-4	2
Cc1ccc(S(=O)(=O)NC(C(=O)Oc2ccc3c(C)c(Cl)c(=O)oc3c2)c2ccccc2)cc1 (stereo unspecified)	5	6	-3	-1	55*	-2	1	-2	5	-4
O=C(O)c1ccc2c(c1)S(=O)(=O)c1cc(N3CCN(c4ncccn4)CC3)ccc1C2=O	-9	2	-4	-3	1.0	7	6	-12	7	-6
